From PubChem BioAssay
Pf growth 48h: inhibits P. falciparum growth in the first generation, 48 h | Potency, µM (highest dose often 28.7 µM), for the others: top-dose activity change, negative = inhibition, most hits filed as inhibitors | P. falciparum luciferase growth in erythrocytes, 48 h | 310,000 tested, 5.9% active; note: potency is the fitted concentration of half-maximal effect; % is set by controls: 0 for no effect and ±100 for the full control effect
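Cell-based growth assay: transgenic P. falciparum expressing firefly luciferase, cultured in red cells within RPMI 1640 containing 0.5% w/v Albumax, 24 mM bicarbonate and gentamycin. A drop in luciferase activity indicates inhibition.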
AmpC inh no detg: inhibitors of E. coli AmpC beta-lactamase without detergent; AmpC nitrocefin hydrolysis, absorbance 480 nm, 0.0001% Triton; Potency, µM (highest dose often 57.1 µM), for inactives: at the top dose activity change, negative = inhibition, most hits filed as inhibitors; 330,000 tested, 0.52% active; AID 485341;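 note: potency is the fitted concentration of half-maximal effect; plate controls were no compound for no effect and no enzyme for full effect; nearly all actives have a fitted effect of over 20% in size; some results filed as inactive show a strong effect at the top dose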
Target sequence (P00811 whole entry, looked up): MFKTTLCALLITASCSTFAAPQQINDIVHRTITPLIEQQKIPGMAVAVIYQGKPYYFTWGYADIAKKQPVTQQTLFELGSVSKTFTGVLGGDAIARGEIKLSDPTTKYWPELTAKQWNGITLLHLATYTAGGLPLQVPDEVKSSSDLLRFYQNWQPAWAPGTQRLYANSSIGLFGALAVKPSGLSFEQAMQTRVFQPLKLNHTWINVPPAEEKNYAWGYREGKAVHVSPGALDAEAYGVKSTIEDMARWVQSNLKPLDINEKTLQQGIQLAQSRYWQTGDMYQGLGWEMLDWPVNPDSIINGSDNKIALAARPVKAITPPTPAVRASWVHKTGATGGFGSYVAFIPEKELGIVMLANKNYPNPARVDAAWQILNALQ
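AmpC (5.3 nM in the dispensed reagent) in 20 mM phosphate pH 7.0 with 0.01% (detergent screen) or 0.0001% Triton X-100 was preincubated with compounds for 15 min at room temperature. Nitrocefin was then added from an 800 uM solution, and hydrolysis was followed at 480 nm.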
Shiga inhibitor: inhibitors of Shiga toxin in Vero cells; 290,000 tested, 9.2% active; AID 2315; Vero cells, Shiga toxin protein synthesis inhibition reporter; inhibition, % at 38.7 µM; in the data active = inhibition mostly above about 28%, no sharp cut-off; inactive = mostly below about 43%; note: 0% is about no effect
Pf growth 96h: P. falciparum growth inhibition at 96 hours; P. falciparum luciferase reporter growth, 96 h; Potency, µM (top dose mostly 28.7 µM), without a hit: at the highest dose activity change, negative = inhibition, actives largely listed as inhibitors; 320,000 tested, 6.9% active; note: potency is the fitted concentration of half-maximal effect; % is set by controls: 0 for no effect and ±100 for the full control effect
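Two parasite generations (96 h, 37 C, 5% CO2) of compound exposure in infected erythrocytes (0.05% parasitemia, 2% hematocrit). Luciferase-reporter P. falciparum; decreased luminescence indicates inhibited growth, aimed at apicoplast-acting delayed death.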
LmPK inh: LmPK (Leishmania mexicana) enzyme inhibition. Potency, µM (highest dose often 57.5 µM), without a hit: at the top dose activity change, negative = inhibition, most hits filed as inhibitors. AID 1721. purified LmPK, Kinase-Glo ATP luminescence, 1 h. Q27686. 290,000 tested, 0.37% active; note: potency is the fitted concentration of half-maximal effect; % is set by controls: 0 for no effect and ±100 for the full control effect
Target sequence (Q27686 whole entry, looked up): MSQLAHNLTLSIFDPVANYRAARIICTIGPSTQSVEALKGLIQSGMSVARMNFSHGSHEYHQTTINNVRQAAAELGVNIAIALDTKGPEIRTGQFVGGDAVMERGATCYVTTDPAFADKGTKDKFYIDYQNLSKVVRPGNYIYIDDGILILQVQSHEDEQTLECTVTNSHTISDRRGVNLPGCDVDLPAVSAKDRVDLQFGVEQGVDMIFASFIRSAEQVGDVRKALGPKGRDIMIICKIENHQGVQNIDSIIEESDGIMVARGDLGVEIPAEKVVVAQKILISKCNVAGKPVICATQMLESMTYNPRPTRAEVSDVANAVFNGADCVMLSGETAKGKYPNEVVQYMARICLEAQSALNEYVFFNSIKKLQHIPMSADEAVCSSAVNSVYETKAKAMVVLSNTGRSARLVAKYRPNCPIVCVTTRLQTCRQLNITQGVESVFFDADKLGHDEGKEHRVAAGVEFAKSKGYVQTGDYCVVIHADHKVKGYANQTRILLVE
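Purified LmPK (0.1 nM) converted ADP (0.1 mM) to ATP with PEP (0.5 mM) in imidazole buffer pH 7.2 with KCl and MgCl2, 1 h at room temperature. ATP was read by Kinase-Glo luminescence; data normalized to uninhibited and no-enzyme controls.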
CHX counter: affects cycloheximide protein synthesis inhibition readout, counter-screen. max response, %. cell reporter, cycloheximide protein synthesis inhibition counterscreen. AID 2314. 300,000 tested, 12% active; in the data active = max response mostly above about 13%, no sharp cut-off; inactive = mostly below about 14%; note: read at 38.3 µM for the half of the compounds with a filed dose; 0% is about no effect
Tb PYK inh: blocks Trypanosoma brucei pyruvate kinase; Q57TT1; TbPYK enzyme, Kinase-Glo Plus ATP luminescence, 45 min; Potency, µM (titrated, usually from 76.8 µM), inactives show at the highest dose activity, negative = inhibition, actives largely listed as inhibitors; 410,000 tested, 0.12% active; AID 624173; note: potency is the fitted concentration of half-maximal effect; % is set by controls: 0 for no effect and ±100 for the full control effect; nearly all actives have a fitted effect of over 50% in size
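Luminescence from Kinase-Glo Plus, added after a 45-minute room-temperature reaction, served as the end-point read-out. The enzyme and substrate were preincubated with compound before ADP (130 uM final) initiated turnover. Concentration-effect curves came from normalized qHTS data.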
An asterisk follows results filed as active; ? = inconclusive; nt = no result given; [ ] = remark or other dose. Unless noted, calls come from the whole dose curve; as a rule, active = well fitted curve in the direction sought with a large enough effect; inconclusive = small, poorly fitted or top-dose-only effect, or another doubt; inactive = no such curve, though single readings can be large; an effect the other way counts as inactive or inconclusive.

Sample of the layout, 7 compounds:
SMILES	Pf growth 48h	AmpC inh no detg	Shiga inhibitor	Pf growth 96h	LmPK inh	CHX counter	Tb PYK inh
COc1ccc(OC)c(CNCc2ccc3c(c2)OCO3)c1	0%	-9%	-5	?	1%	-3	-3%
COc1ccc(Cl)cc1NC(=S)N(Cc1cccnc1)Cc1ccco1	10µM*	26%	22	-8%	0%	1	3%
Cc1c(N=C2SCC(=O)N2/N=C/c2ccccc2Cl)c(=O)n(-c2ccccc2)n1C	nt	44%	-4	?	4%	-3	-2%
CN1CCC(=O)N([C@H](CSc2ccccc2)Cc2ccccc2)CC1	1%	46%	-1	?	1%	-2	3%
CN(C)c1nc(N)nc(Nc2ccccc2C#N)n1	-5%	0.2µM*	9	13µM*	1%	-1	-12%
Cc1ccc(S(=O)(=O)N2CCCC(C(=O)NC3CCCC3)C2)cc1Cl (stereo not given)	-23%	-16%	-14	?	-5%	-6	0%
COc1ccc(OC)c(-c2cc(C(=O)Nc3c(C)nn(Cc4ccc(Cl)cc4)c3C)no2)c1	?	19%	41	-20%	0%	-1	2%

The list itself (from the top)
SMILES	Pf growth 48h	AmpC inh no detg	Shiga inhibitor	Pf growth 96h	LmPK inh	CHX counter	Tb PYK inh
COc1ccc(OC)c(CNCc2ccc3c(c2)OCO3)c1	0%	-9%	-5	?	1%	-3	-3%
COc1ccc(Cl)cc1NC(=S)N(Cc1cccnc1)Cc1ccco1	10µM*	26%	22	-8%	0%	1	3%
Cc1c(N=C2SCC(=O)N2/N=C/c2ccccc2Cl)c(=O)n(-c2ccccc2)n1C	nt	44%	-4	?	4%	-3	-2%
CN1CCC(=O)N([C@H](CSc2ccccc2)Cc2ccccc2)CC1	1%	46%	-1	?	1%	-2	3%
CN(C)c1nc(N)nc(Nc2ccccc2C#N)n1	-5%	0.2µM*	9	13µM*	1%	-1	-12%
Cc1ccc(S(=O)(=O)N2CCCC(C(=O)NC3CCCC3)C2)cc1Cl (stereo not given)	-23%	-16%	-14	?	-5%	-6	0%
COc1ccc(OC)c(-c2cc(C(=O)Nc3c(C)nn(Cc4ccc(Cl)cc4)c3C)no2)c1	?	19%	41	-20%	0%	-1	2%
COc1ccc(C)cc1-n1cnnn1	0%	-10%	6	57%[activator]	1%	1	0%
Cn1c(CCNC(=O)c2ccco2)nc2cc(NS(=O)(=O)c3ccc(Cl)cc3)ccc21	?	-32%	27	9.3µM*	4%	-4	2%
Cn1cc(-c2ccccc2C(N)=O)c(=O)c2cc(Cl)ccc21	424%[activator]	-6%	-8	?	7%	-3	-3%
C/C(=N\OCc1ccccc1C#N)c1cc2ccccc2o1	58%[activator]	-20%	71*	107%[activator]	0%	36*	-3%
COc1ccc(/C(C)=N/NC(=O)c2ccc(CSc3nncn3C)cc2)cc1	?	-15%	-6	4.1µM*	5%	6	6%
C=CCn1c(SCC(=O)Nc2ccc3c(c2)OCO3)nc2ccccc2c1=O	?	-40%	-13	-30%	-3%	10	-7%
C(=C\c1ccncc1)/c1ccncc1	-7%	-10%	-1	-12%	-2%	-2	2%
Cc1cc(C)c2sc(NC(=O)c3ccc(N4C(=O)CCC4=O)cc3)nc2c1	-22%	-3%	34	-3%	7%	10	0%
Cc1nc(SCC(=O)NC(=O)NC2CCCCC2)nc(C)c1C	-11%	-7%	-14	-4%	1%	-6	-26%
CCOC(=O)N/N=C(/C)c1ccc([N+](=O)[O-])o1	?	-13%	-14	?	2%	1	nt
O=C(Cn1cc(C(F)(F)F)cc(Cl)c1=O)NCc1ccccc1	65%[activator]	-10%	73*	73%[activator]	6%	44*	-2%
CC(=O)NC(c1ccc(Cl)cc1)c1c(O)ccc2ccc(O)cc12 (stereo not given)	-15%	-57%	-4	20%	0%	-5	5%
CCC1=C(OC(=O)N(CC)CC)N2C(=O)OC(=NCC3CC3)[C@]2(Cc2ccccc2)[C@H]2C1=CC[C@H]1C(=O)N(c3ccccc3)C(=O)[C@H]12	2.6µM*	118%[activator]	-3	2.9µM*	-1%	-4	0%
CCOC(=O)c1sc(N)c(C#N)c1COC(=O)CNC(=O)c1ccccc1	-14%	-38%	15	-23%	4%	-4	-11%
Cc1cc(C)cc(NC(=O)NCC(O)COc2ccc([N+](=O)[O-])cc2)c1 (stereo not given)	?	-9%	-3	?	3%	5	-7%
COc1ccc(C2(C)ON(c3ccccc3C(F)(F)F)C2=O)cc1 (stereo not given)	6.6µM*	-18%	nt	2.6µM*	nt	nt	1%
COc1nc(-c2ccccc2)ccc1-c1noc(-c2ccccc2)n1	91%[activator]	-4%	42	nt	11%	11	-1%
COC(=O)Cc1ccc(NC(=S)NCc2ccccc2)cc1	19%	-48%	-2	?	-1%	-1	-9%
Next section:
SMILES	Pf growth 48h	AmpC inh no detg	Shiga inhibitor	Pf growth 96h	LmPK inh	CHX counter	Tb PYK inh
CCN(CC)S(=O)(=O)c1ccc(N(C)C)c(NC(=O)CSCc2c(C)noc2C)c1	?	53%	-13	-27%	-4%	-2	-5%
Cc1ccccc1Cn1ccc(NC(=O)c2cnn3c(C(F)(F)F)cc(-c4ccco4)nc23)n1	?	-28%	2	-3%	6%	-3	-3%
CCOc1ccccc1NC(=O)C1CCCN(C(=O)NCc2ccccc2)C1 (stereo not given)	-21%	5%	-6	nt	1%	-2	-1%
CCOc1ccc(NC(=O)CN2CCN(CC(=O)Nc3cc(OC)cc(OC)c3)CC2)cc1	?	120%[activator]	-4	?	-10%	-3	3%
CCN(CC)S(=O)(=O)c1ccc(OC)c(NS(=O)(=O)Cc2ccccc2)c1	-9%	-17%	-6	12µM*	13%	1	0%
CC1CCN(c2nc3c(c(=O)[nH]c(=O)n3C)n2CCCc2ccccc2)CC1	12µM*	-5%	-1	10µM*	6%	8	2%
CN1CCCCc2c1nc1c(c2N)CCCC1	-12%	-10%	-12	-15%	3%	-3	0%
Cc1sc2ncnc(N)c2c1C	32%[activator]	5%	5	34%[activator]	-10%	-1	0%
CC(=O)c1cccc(NC(=O)c2cc(-c3cccs3)on2)c1	173%[activator]	-14%	32	3%	8%	14*	2%
Cn1c(SCC(=O)OC2CCCCC2)nnc1-c1ccco1	-8%	-3%	16	?	-5%	16*	-4%
CC1CN(C(=S)Nc2ccc(Br)cc2Cl)CC(C)O1 (stereo not given)	10%	29%	-8	?	-5%	1	7%
CCOC(=O)C1=C(C)N(CC(C)C)C(=O)/C1=C\c1ccc(OCC(=O)Nc2ccccc2)cc1	?	-9%	-1	-34%	2%	12	-4%
CC(=O)N1[C@H](Cc2ccccc2)C=C[C@]1(C)C(=O)NCCN1CCOCC1	5%	50%	23	?	0%	11*	-3%
Cc1ccc(NC(=O)CSc2nnc(-c3ccncc3)s2)cc1	10%	-5%	-3	-28%	-3%	-5	-11%
CC(=O)c1c(C)[nH]c(C(=O)OC(C)C(=O)Nc2ccc(C)c(S(=O)(=O)N3CCOCC3)c2)c1C (stereo not given)	9.3µM*	8%	nt	5.2µM*	nt	nt	?
O=C(OCC#CCNc1nnc(-c2cccc3ccccc23)o1)c1cccs1	?	-42%	nt	5%	nt	nt	nt
CN(C)CCCCOc1cccc(Br)c1	15%	-17%	-2	39%[activator]	-6%	-1	64%[activator]
O=C(NC1CCN(Cc2nnnn2CCc2ccccc2)CC1)c1ccccc1F	-1%	9%	-4	26%	4%	-2	6%
CC12CN3CC(C)(CN(C1)C3c1ccc(Br)cc1)C2 (stereo not given)	13%	-16%	-11	0%	1%	6	-19%
c1ccc(COn2c(-c3ccccc3)nc3c2CCc2nonc2-3)cc1	6%	-15%	-6	12%	6%	-10	1%
CN(Cc1nc2ccccc2n1C)C(=O)c1cccs1	18%	1%	15	?	-3%	-2	6%
CC(=O)Oc1ccc(N2C(=O)C3C4C=CC(O4)C3C2=O)cc1 (stereo not given)	-5%	-17%	27	10%	2%	0	-7%
COCCn1c(N)c(C(=O)NCc2cccs2)c2nc3ccccc3nc21	?	164%[activator]	-4	?	1%	-4	-2%
CS(=O)(=O)N(CC(=O)NC1CCCCCC1)Cc1ccc(Cl)cc1	nt	96%[activator]	-15	-1%	1%	-3	9%
CN(CCOc1ccccc1)C(=O)c1cc(COc2c(F)cccc2F)on1	31%[activator]	15%	28	?	0%	15	0%
Going on with the list.
SMILES	Pf growth 48h	AmpC inh no detg	Shiga inhibitor	Pf growth 96h	LmPK inh	CHX counter	Tb PYK inh
Cc1cccc(N(CC(=O)NCCSCc2ccccc2)S(C)(=O)=O)c1C	-11%	31%	-14	-34%	-2%	-6	7%
CN(CC(O)COc1ccc2ccccc2c1)C1CCCCC1 (stereo not given)	?	-3%	-15	10%	-5%	-1	9%
c1ccc2c(c1)CCCC2NC1=NCCC1 (stereo not given)	6%	-17%	-19	-9%	2%	-5	1%
COc1ccc(C(=O)Nc2cc(C)on2)cc1OC	24%	2%	5	104%[activator]	0%	1	3%
O=C(Nc1ccc(CN2CCOCC2)cc1)c1ccc(Cl)cc1Cl	-32%	-6%	11	13%	-1%	17*	4%
Cc1noc(COc2ccccc2OCC(O)CNC(C)(C)C)n1 (stereo not given)	-9%	-5%	-4	1%	-8%	0	2%
CCc1nc(Nc2ccc(N3CCN(C(C)=O)CC3)cc2)c2oc3ccccc3c2n1	10µM*	183%[activator]	-4	32%[activator]	-1%	18*	-9%
CC(=O)OCC(=O)[C@@]1(O)CC[C@H]2[C@@H]3C[C@H](C)C4=CC(=O)C=C[C@]4(C)[C@H]3[C@@H](O)C[C@@]21C	0%	52%	-6	22%	-7%	1	0%

Three compounds out of the list, ordered by formula weight, highest first.
SMILES	Pf growth 48h	AmpC inh no detg	Shiga inhibitor	Pf growth 96h	LmPK inh	CHX counter	Tb PYK inh
Cc1cccc(N(CC(=O)NCCSCc2ccccc2)S(C)(=O)=O)c1C	-11%	31%	-14	-34%	-2%	-6	7%
O=C(Nc1ccc(CN2CCOCC2)cc1)c1ccc(Cl)cc1Cl	-32%	-6%	11	13%	-1%	17*	4%
CN(CC(O)COc1ccc2ccccc2c1)C1CCCCC1 (stereo not given)	?	-3%	-15	10%	-5%	-1	9%
